TEAD-YAP block = TEAD-YAP interaction inhibition, primary screen, TEAD-YAP interaction inhibitor project, luminescence, HEK-TIYL cells. TEAD-Gal4/YAP UAS-luciferase luminescence. inhibition, % at 9.12 µM. 1.4% of 640,000 active. AID 1259422, 2018; in the data active means inhibition above about 32%;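 further: 0% = median of test compound wells and 100% = reference inhibitor wells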
MITF inh = MITF inhibitors, primary screen, biochemical, AlphaScreen, human; Microphthalmia-associated transcription factor (Homo sapiens), O75030; AlphaScreen MITF homodimerization, bead proximity signal; inhibition, % at 2.6 µM; 0.91% of 650,000 active; AID 1259374, 2018; in the data active means inhibition above about 50%;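 further: 0% = vehicle wells with protein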
Target sequence (O75030 whole entry, looked up): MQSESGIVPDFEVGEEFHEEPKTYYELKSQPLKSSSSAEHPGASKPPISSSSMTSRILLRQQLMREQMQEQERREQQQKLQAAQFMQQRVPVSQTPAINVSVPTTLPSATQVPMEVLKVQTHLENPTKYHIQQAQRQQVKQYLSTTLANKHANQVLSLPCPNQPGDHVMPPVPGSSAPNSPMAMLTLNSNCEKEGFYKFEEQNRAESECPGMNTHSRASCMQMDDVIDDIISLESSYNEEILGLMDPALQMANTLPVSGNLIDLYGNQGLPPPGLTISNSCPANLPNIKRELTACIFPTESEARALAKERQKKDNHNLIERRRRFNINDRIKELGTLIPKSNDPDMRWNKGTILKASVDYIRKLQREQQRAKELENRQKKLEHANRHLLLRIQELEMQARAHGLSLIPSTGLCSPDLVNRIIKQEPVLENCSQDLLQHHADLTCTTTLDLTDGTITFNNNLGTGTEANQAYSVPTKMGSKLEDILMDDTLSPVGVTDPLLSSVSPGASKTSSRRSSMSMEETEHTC
FBW7 activator = FBW7 E3 ligase activators, primary screen, biochemical, AlphaScreen, human | F-box/WD repeat-containing protein 7 (Homo sapiens), Q969H0 | AlphaScreen FBW7–phospho-cyclin E peptide binding, activator screen | normalized activity (activation), % at 26.1 µM | 0.13% of 650,000 active; in the data active means normalized activity above about 1.9%;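 further: purified mutant Fbw7 with reduced substrate affinity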
GPR151 ag = activators of human GPR151, primary screen, cell-based, PathHunter beta-arrestin, luminescence; PathHunter beta-arrestin GPR151 cells; activation, % at 11.2 µM; 1% of 650,000 active; AID 1508602, 2020; in the data active means activation above about 4.9%;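 further: 0% = median of compound wells and 100% = cells with positive control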
Target sequence (Q8TDV0 whole entry, looked up): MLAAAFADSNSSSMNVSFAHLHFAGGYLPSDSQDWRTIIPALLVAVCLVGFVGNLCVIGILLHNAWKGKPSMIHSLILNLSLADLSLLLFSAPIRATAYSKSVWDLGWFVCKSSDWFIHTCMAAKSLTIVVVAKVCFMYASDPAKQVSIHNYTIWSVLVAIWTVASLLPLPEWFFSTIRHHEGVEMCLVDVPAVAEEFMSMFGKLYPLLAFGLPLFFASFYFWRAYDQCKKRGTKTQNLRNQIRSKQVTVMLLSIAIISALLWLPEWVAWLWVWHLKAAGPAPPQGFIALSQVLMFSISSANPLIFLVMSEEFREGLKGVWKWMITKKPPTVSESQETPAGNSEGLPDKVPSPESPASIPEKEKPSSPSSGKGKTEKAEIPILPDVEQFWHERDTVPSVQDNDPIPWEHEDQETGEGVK
Starred values were filed as active, the others as inactive.

SMILES	TEAD-YAP block	MITF inh	FBW7 activator	GPR151 ag
CCOC(=O)Cc1nnc2c(Nc3ccc(Cl)cc3)nc3nonc3n12	1	0	-0.1	-1.1
CCN(CC)C(=O)CSc1nc2ccccc2c(=O)n1Cc1ccco1	10	0	0.4	0.0
CC12C=CC3(O1)C(C(=O)N(Cc1ccc(Cl)cc1)C3C(=O)NC1CCCCC1)C2C(=O)Nc1ccc(Cl)c(Cl)c1 (stereo unspecified)	7	-4	-0.1	0.6
OCC1CCCN1c1cc(NCc2cccc(C(F)(F)F)c2)ncn1 (stereo unspecified)	-12	21	0.5	-0.3
Cn1c(SCc2ccccc2)nnc1-c1ccco1	-24	17	0.7	-0.7
COc1cc(C(C)=O)ccc1OCc1nnc(-c2ccccc2Br)o1	-14	2	0.0	-0.9
COc1ccc(S(=O)(=O)N(CC(=O)NCc2ccco2)c2cccc(Cl)c2)cc1	9	-8	-0.1	-0.3
Cc1cc(C)c(C(=O)NCCN2Cc3ccccc3OC(c3ccsc3)C2)[nH]1 (stereo unspecified)	-1	4	-0.4	-0.4
Cc1ccsc1CN1CCN2C(=O)[C@@H](Cc3ccc(O)cc3)NC(=O)[C@H]2C1	-1	13	0.2	-1.6
CCOc1ccc(-n2c(=O)c(C#N)cc3c(=O)n4cc(C)ccc4nc32)c([N+](=O)[O-])c1	0	8	-0.1	0.1
COc1ccc(NC(=O)C(c2ccc(C)cc2)N(C)C(=O)CC2NC(=O)NC2=O)cc1 (stereo unspecified)	-1	16	0.5	0.9
Cc1cc(C)n(/N=C\c2cccs2)c(=O)c1C(N)=O	3	2	-0.1	0.5
O=C(O)c1ccc(Cn2cncn2)o1	-1	-2	0.0	-1.0
CCOCCOC(=O)c1ccc(NC(=O)c2ccccc2OC)cc1	-3	-8	0.4	-0.5
CCC(=O)Oc1c(OC)cc(C=O)cc1OC	-2	0	-0.1	1.5
Cn1c(=O)[nH]c(=O)c2c1nc(N1CCc3ccccc3C1)n2CCCc1ccccc1	8	8	-0.1	-1.3
Nc1ccc2oc(-c3cccc(Cl)c3)nc2c1	-9	-11	0.5	-2.9
COC(=O)c1cc2nc(-c3ccc(C)cc3)cc(C(F)(F)F)n2n1	1	-1	-0.1	1.9
COc1ccc(OCC(=O)Nc2cccc(-c3nc4cc(Cl)ccc4o3)c2)cc1	-13	11	0.1	0.7
CCOc1ccccc1C1C(C#N)=C(SCC(=O)Nc2ccccc2C)NC(C)=C1C(=O)OC (stereo unspecified)	-1	-7	0.1	-0.8
CN1CCC(N(C)C/C(Cl)=C/c2ccccc2)CC1	-3	12	0.0	-0.5
COC(=O)C1C2CCCCC2=C2CCCCC2C1C(=O)c1ccccc1 (stereo unspecified)	-2	27	0.0	-1.9
COc1ccc(-c2oc3ncn4nc(-c5ccccc5Br)nc4c3c2-c2ccc(OC)cc2)cc1	3	3	0.0	-0.1
CC(C)C[C@@H]1NC(=O)[C@H]2CN(Cc3cnn(-c4ccccc4)c3)CCN2C1=O	5	2	0.0	0.2
COc1ccc(Nc2c(-c3ccc(SC)cc3)nc3cnccn23)cc1	2	4	-0.1	-0.2
COCC(O)CN1CCN(C2=NS(=O)(=O)c3ccccc32)CC1 (stereo unspecified)	6	11	0.0	-0.3
Cc1cc(/C=C2\NC(=O)N(Cc3ccc(Cl)cc3)C2=O)c(C)n1C	1	5	0.0	0.4
C=CCn1c(SCC(C)C)nc2c1c(=O)n(C)c(=O)n2C	-5	2	-0.1	-0.2
O=C1NC(=O)N(c2ccc3ccccc3c2)C(=O)/C1=C\c1ccc(N2CCOCC2)cc1	-1	4	0.5	-2.9
Cc1nc(CSc2ccc(-c3cccnc3)nn2)cs1	-22	6	0.7	-1.1
CCOC(CCNC(=O)c1cn(C)c(=O)c2c1c1ccccc1n2C)OCC	-1	8	0.1	0.4
CC(C)CC(=O)N1c2ccc([N+](=O)[O-])cc2-c2c(ssc2=S)C1(C)C	-12	3	-0.1	-0.3
CCOC(=O)c1ccccc1NC(=O)/C(C#N)=C/c1cccs1	-2	21	0.2	-0.3
O=C1OC(/C=C/c2ccc(Cl)cc2)=NC/1=C/c1cccs1	-2	9	-0.2	0.0
Cn1c(=O)c2c(nc(NCc3ccccc3)n2CC(O)CO)n(C)c1=O (stereo unspecified)	8	-13	0.4	0.0
Cc1ccc(SCC(=O)NCCCN2CCCC2=O)c(C)c1	-1	-1	0.1	-0.4
COC1CCCN(c2nc3nonc3nc2N2CCCCCC2)C1 (stereo unspecified)	3	-1	0.0	-0.8
O=C(NCC1CCCO1)c1cc(S(=O)(=O)N2CCCCC2)c[nH]1 (stereo unspecified)	0	7	0.0	-0.2
CCN1C(=O)C(CC(=O)Nc2ccccc2)S/C1=N/S(=O)(=O)c1ccc(F)cc1 (stereo unspecified)	2	10	0.0	2.0
COc1ccc(S(=O)(=O)NC(C)C(=O)Nc2cccc(OC)c2)cc1 (stereo unspecified)	9	16	0.0	0.7
CCC(C)N(C(=O)COC(=O)c1ccc(-n2cnnn2)cc1)C1CCS(=O)(=O)C1 (stereo unspecified)	1	22	0.3	-1.3
O=C(Cn1cnc2scc(-c3ccccc3)c2c1=O)Nc1ccc(F)cc1F	0	-12	-0.1	-1.4
COc1ccccc1NC(=S)NC(=O)CC(C)C	-11	-1	-0.2	-0.2
COCCOC(=O)C1=C(N)Oc2c(oc(CO)cc2=O)C1c1ccccc1Cl (stereo unspecified)	11	17	-0.1	-0.5
Cn1c(C(O)c2cccc3ccccc23)nc2ccccc21 (stereo unspecified)	-1	4	0.0	0.1
COc1ccc(C(=O)NCc2nnc(SCC(=O)N3N=C(c4cccs4)CC3c3ccc(C)cc3)n2-c2cccc(C)c2)cc1 (stereo unspecified)	3	37	0.4	-1.0
Cc1ccc2ncnc(NCC(=O)O)c2c1	2	7	-0.3	2.5
O=C(NCC(c1cccnc1)N1CCOCC1)c1cccc(Cl)c1 (stereo unspecified)	-7	-15	0.2	-1.0
CC1=CC(C)(C)N(C(=O)CSc2ncn[nH]2)c2cc(C)ccc21	-1	1	0.0	1.5
CC(=O)Nc1cccc(-c2cc(Nc3cccc(Cl)c3)n3nccc3n2)c1	-4	-18	0.0	-1.7
CCSc1nc(-c2ccccc2)cc(-c2ccccc2OC)c1C#N	2	9	0.1	0.1
O=C1CCCCCN1Cc1n[nH]c(=S)n1-c1ccccn1	-3	4	0.0	1.5
O=C(NCc1n[nH]c(=S)n1-c1ccc(F)cc1)c1ccc(S(=O)(=O)N2CCOCC2)cc1	-6	13	0.2	-0.1
CN(C)c1nc(SCC(N)=O)nc(N(C)C)n1	0	4	-0.2	0.7
CCOC(=O)c1c(NC(=O)c2ccc(S(=O)(=O)N3CC(C)CC(C)C3)cc2)sc2c1CCC2 (stereo unspecified)	3	-6	-0.3	0.4
COc1ccc(OC)c(C(c2sc3nc(C)nn3c2O)N2CCN(C(C)=O)CC2)c1 (stereo unspecified)	0	1	0.0	1.9
COc1ccccc1NC(=O)c1c(NC(=O)c2ccccc2F)sc2c1CCC(C(C)(C)C)C2 (stereo unspecified)	-2	-2	0.0	-1.8
O=C(O)CN1C(=O)CC(N2C(=O)/C(=C/c3ccc(F)cc3)SC2=S)C1=O (stereo unspecified)	4	2	0.1	-1.6
CCOC(=O)c1cnc(=S)[nH]c1N	2	8	0.0	0.5
CCOC(=O)C1=C(C)NC2=C(C(=O)c3ccccc32)C1c1ccc(C)cc1 (stereo unspecified)	5	8	0.0	2.6

A second format for four compounds above:
Cc1ccc2ncnc(NCC(=O)O)c2c1
  TEAD-YAP block: 2; MITF inh: 7; FBW7 activator: -0.3; GPR151 ag: 2.5
O=C(NCC(c1cccnc1)N1CCOCC1)c1cccc(Cl)c1 (stereo unspecified)
  TEAD-YAP block: -7; MITF inh: -15; FBW7 activator: 0.2; GPR151 ag: -1.0
CC1=CC(C)(C)N(C(=O)CSc2ncn[nH]2)c2cc(C)ccc21
  TEAD-YAP block: -1; MITF inh: 1; FBW7 activator: 0.0; GPR151 ag: 1.5
CC(=O)Nc1cccc(-c2cc(Nc3cccc(Cl)c3)n3nccc3n2)c1
  TEAD-YAP block: -4; MITF inh: -18; FBW7 activator: 0.0; GPR151 ag: -1.7

New compounds follow
SMILES	TEAD-YAP block	MITF inh	FBW7 activator	GPR151 ag
Cc1ccc(NC(=O)C2CC(=O)N(c3ccc(Br)cc3)C2)cc1C (stereo unspecified)	-1	-2	0.6	-0.2
CC(Oc1ccc(F)cc1)C(=O)NCc1ccncc1 (stereo unspecified)	1	-2	0.0	0.6
O=C1C2ON(c3ccccc3)C(c3cccc([N+](=O)[O-])c3)C2C(=O)N1c1ccccc1 (stereo unspecified)	12	4	0.0	0.2
CCOc1ccc(N2C(=O)/C(=C/c3ccncc3)SC2=S)cc1	-2	10	0.2	-1.0
CC(C)NS(=O)(=O)c1ccc(CCC(=O)NCc2ccccn2)cc1	-3	0	-0.2	-0.3
CCC(C)NC(=O)c1cnc2sccn2c1=O (stereo unspecified)	2	1	-0.3	0.5
CC(=O)N(C)c1nc(-c2cccc(N(C)C)c2)ccc1C(=O)NCc1ccco1	-13	1	0.1	-0.9
O=C(CCCOc1ccc(Cl)cc1)Nc1ncc(Cc2ccc(F)cc2)s1	-1	-14	-0.1	1.7
Cc1ccc(NCCCC(=O)N/N=C/c2ccc([N+](=O)[O-])cc2)cc1	-5	-3	0.0	-0.3
CCOC(=O)c1c(C)oc2ccc(OCc3ccc(Cl)c(Cl)c3)cc12	13	4	0.0	0.5
O=C(c1ccco1)N1CCN(C(c2cccc(F)c2)c2sc3ncnn3c2O)CC1 (stereo unspecified)	-3	7	0.0	0.4
Cc1noc(C)c1-c1nc(NCCc2ccc(O)cc2)c2ncn(CCN3CCCC3=O)c2n1	4	5	-0.1	0.3
COc1ccccc1C(=O)O/N=C(\N)Cc1cccc2ccccc12	3	14	0.5	0.1
OC[C@H]1O[C@@H](n2cnc3c(NC4CCCC4)ncnc32)C(O)[C@H]1O (stereo partly specified)	-30	-1	-0.1	-0.8
CC(=O)Nc1ccc(OC(=O)c2ccc([N+](=O)[O-])cc2[N+](=O)[O-])cc1	3	1	0.2	-0.8
O=C(COC(=O)c1cc(-c2ccccc2)nc2ccccc12)c1ccc(Cl)cc1	1	8	0.1	-0.1
CC(=O)c1sc(NC(=O)c2c(F)cccc2F)nc1C	-12	-2	0.0	2.0
c1ccc(NCC2OCc3ccccc3CO2)cc1	-58	16	0.3	0.4
COc1ccc(OC)c(NC(=O)C2=C(C)NC(=O)NC2c2ccccc2F)c1 (stereo unspecified)	3	10	0.2	-0.3
N#Cc1cc([N+](=O)[O-])ccc1NCC1CCCO1 (stereo unspecified)	0	-11	-0.1	-1.9
Clc1ccc(-c2nnc3ccc(SCc4cccnc4)nn23)cc1	-6	5	-0.2	0.1
Cc1ccc(CNS(=O)(=O)c2ccc(F)c(C(=O)Nc3c(C)cc(C)cc3C)c2)cc1	3	4	0.1	-0.8
Cc1ccc(C(=O)N2CCN3C(=O)[C@H](CC(C)C)N(C)C(=O)[C@H]3C2)cc1F	-2	-21	0.0	2.2
CN(C)CCNS(=O)(=O)c1ccc2c(c1)oc(=O)n2C	6	7	-0.2	0.2
COC(=O)c1c(Cc2cccc(C(F)(F)F)c2)c[nH]c1C	9	9	-0.2	0.9
Cc1ccc2cccc(OCc3nnc(SCC(=O)c4ccc(Cl)cc4)n3C)c2n1	3	-3	0.0	-2.1
C=CCc1ccc(OCC(O)CO)c(OC)c1 (stereo unspecified)	-6	-8	0.3	-0.2
O=c1/c(=C/c2ccc(-c3ccc(Cl)c([N+](=O)[O-])c3)o2)sc2nc3cc(Br)cnc3n12	7	6	0.0	-1.5
Cc1cccc(C)c1N=C(NO)c1nonc1N	0	7	0.2	0.0
CC(Sc1nnc(-c2ccco2)n1C(C)C1CC2CCC1C2)C(N)=O (stereo unspecified)	11	-5	0.6	1.8
CC(C)(C)C1CCc2c(sc(NC(=O)COc3ccccc3)c2C(N)=O)C1 (stereo unspecified)	-2	-5	0.2	-0.3
c1ccc(Nc2ncnc3nc(Oc4ccccc4)[nH]c23)cc1	14	0	0.0	-1.0
COc1cccc(/C=N/NC(=O)COc2cc(C)ccc2C(C)C)c1O	57*	1	-0.2	-0.2
COc1ccc(CNc2ncc(-c3ccc(C)cc3)n3ccnc23)cc1	-4	-6	-0.1	0.5
CCOc1ccccc1C1NC(=O)N(Cc2ccccc2)C(C)=C1C(=O)OC (stereo unspecified)	-9	-8	0.1	-1.3

Full records as entered above. Values in the order: TEAD-YAP block, MITF inh, FBW7 activator, GPR151 ag
Results for Cc1ccc(CNS(=O)(=O)c2ccc(F)c(C(=O)Nc3c(C)cc(C)cc3C)c2)cc1 = 3, 4, 0.1, -0.8
Results for c1ccc(Nc2ncnc3nc(Oc4ccccc4)[nH]c23)cc1 = 14, 0, 0.0, -1.0
Results for COc1cccc(/C=N/NC(=O)COc2cc(C)ccc2C(C)C)c1O = 57*, 1, -0.2, -0.2
Results for CCOc1ccccc1C1NC(=O)N(Cc2ccccc2)C(C)=C1C(=O)OC (stereo unspecified) = -9, -8, 0.1, -1.3
Results for COc1ccc(CNc2ncc(-c3ccc(C)cc3)n3ccnc23)cc1 = -4, -6, -0.1, 0.5
